Screening results from PubChem BioAssay.
ARFGAP1 inh – inhibits rat ARF GTPase activating protein 1; 0.26% of 360,000 active; Q62848; inhibition, % at 16.5 µM; Arfgap1-stimulated ARF1 GTP hydrolysis, GDP FP detection;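 active means inhibition above a per-plate limit, mean inhibition of low control wells plus 3 SD, cut at about 25% in these data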;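 further: 0% = DMSO wells with enzyme and 100% = wells lacking Arfgap1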
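Assay system: Rat Arfgap1 GAP domain (His6, aa 1-136), purified enzyme | Buffer or medium: HEPES 25 mM pH 7.5, NaCl 150 mM, MgCl2, DTT | Schedule: GTP hydrolysis reaction 2 h at 25 °C | Signal: FP of antibody-bound GDP Alexa 633 tracer, ex 620/em 688 nm | Measure: Percent inhibition of Arfgap1-stimulated GTP hydrolysis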
PLC-beta3 inh – blocks human PLC-beta3 enzyme activity; inhibition, % at 12.2 µM; 0.18% of 370,000 active; Purified PLC-beta3, fluorogenic substrate, fluorescence; in the data active means inhibition above about 11%;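 further: 0% = median of compound wells on plate and 100% = full blocker control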
DDE Tn7 FP inh – inhibitors of Tn7 peptide binding to human fibrin DD(E). P02675. 0.13% of 370,000 active. AID 720508. inhibition, % at 8.3 µM. FP displacement of FITC-Tn7 peptide from fibrin DD(E); 0% = median of compound wells per plate;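 active means inhibition above the mean of compounds falling within the control limits plus 3 SD of them, cut at about 14% in these data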;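 further: 0% = plate median of compound wells and 100% = 10 µM Aha-Tn7 peptide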
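Test system – human fibrin DD(E) · Times – 10 min preincubation, 3 h with tracer, room temperature · Detection – fluorescence polarization of the labelled Tn7 tracer · Measure – percent inhibition normalized to high-control wells · Benchmarks – high control wells with 10 µM unlabelled Aha-Tn7 peptide (full inhibition) · Repeats – singlicate testing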
NR1D1 modulator – modulators of human Rev-erb alpha DNA binding | Rev-erbα–FITC-DNA binding, fluorescence polarization, 90 min | activity, % at 10 µM | 0.79% of 370,000 active;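 active means activity above about 14%, limit read from the data; passing the limit was not always enough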;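 further: 0% = DMSO wells with 35 nM protein and 100% = DMSO wells with 750 nM protein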
UHRF1 MBD2 ctr – blocks human UHRF1 binding to methylated DNA; Q96T88; UHRF1 binding to methylated oligo, TR-FRET; inhibition, % at 4.4 µM; 0.75% of 370,000 active; AID 687016; in the data active means inhibition above about 21%;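 further: UHRF1 SRA domain binding a hemimethylated CpG hairpin DNA probe; 0% = median of test compound wells and 100% = reference inhibitor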
ASAP1 inh – ASAP1 ArfGAP inhibition. ASAP1-stimulated ARF1 GTP hydrolysis, GDP FP detection. inhibition, % at 16.5 µM. 0.19% of 360,000 active. AID 624377; in the data active means inhibition above about 25%;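 further: 0% = vehicle with enzyme and substrate and 100% = no enzyme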
KLK7 zymogen act – activates the human kallikrein-7 zymogen; 0.9% of 370,000 active; activation, % at 7 µM; purified proKLK7, EDANS-DABCYL substrate fluorescence; 100% is mature enzyme control, 0% vehicle; P49862; AID 652039;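 active means activation above the mean of all tested compounds plus 3 SD, computed per campaign excluding outliers beyond control limits, cut at about 13% in these data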
Tn6 DDE FP – disrupts Tn6 cyclic peptide binding to fibrin D-Dimer-E complex. P02675. Fibrin DD(E) TRITC-Tn6 fluorescence polarization displacement. inhibition, % at 8.3 µM. 0.21% of 370,000 active;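 active means inhibition above a per-campaign cutoff: mean of compounds within control limits plus 3 SD, cut at about 15% in these data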;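 further: 0% = median of all compound wells on the plate and 100% = blocking peptide control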
sPLA2-III inh – Blocks human group III sPLA2 activity; Q9NZ20; QFRET BODIPY PC-A2 liposome hydrolysis, fluorescence; inhibition, % at 12.2 µM; 0.56% of 370,000 active; AID 743126;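 active means inhibition above mean plus 3 SD of compounds lying within the high and low control bounds, cut at about 19% in these data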;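 further: 0% = median of test compound wells and 100% = no enzyme DMSO wells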
PLCg1 inh – inhibitors of human phospholipase C gamma1; P19174; purified PLC-gamma1, fluorogenic substrate, fluorescence; inhibition, % at 12.2 µM; 0.84% of 370,000 active; AID 720700; in the data active means inhibition above about 9.5%
Target sequence (P19174 whole entry, looked up): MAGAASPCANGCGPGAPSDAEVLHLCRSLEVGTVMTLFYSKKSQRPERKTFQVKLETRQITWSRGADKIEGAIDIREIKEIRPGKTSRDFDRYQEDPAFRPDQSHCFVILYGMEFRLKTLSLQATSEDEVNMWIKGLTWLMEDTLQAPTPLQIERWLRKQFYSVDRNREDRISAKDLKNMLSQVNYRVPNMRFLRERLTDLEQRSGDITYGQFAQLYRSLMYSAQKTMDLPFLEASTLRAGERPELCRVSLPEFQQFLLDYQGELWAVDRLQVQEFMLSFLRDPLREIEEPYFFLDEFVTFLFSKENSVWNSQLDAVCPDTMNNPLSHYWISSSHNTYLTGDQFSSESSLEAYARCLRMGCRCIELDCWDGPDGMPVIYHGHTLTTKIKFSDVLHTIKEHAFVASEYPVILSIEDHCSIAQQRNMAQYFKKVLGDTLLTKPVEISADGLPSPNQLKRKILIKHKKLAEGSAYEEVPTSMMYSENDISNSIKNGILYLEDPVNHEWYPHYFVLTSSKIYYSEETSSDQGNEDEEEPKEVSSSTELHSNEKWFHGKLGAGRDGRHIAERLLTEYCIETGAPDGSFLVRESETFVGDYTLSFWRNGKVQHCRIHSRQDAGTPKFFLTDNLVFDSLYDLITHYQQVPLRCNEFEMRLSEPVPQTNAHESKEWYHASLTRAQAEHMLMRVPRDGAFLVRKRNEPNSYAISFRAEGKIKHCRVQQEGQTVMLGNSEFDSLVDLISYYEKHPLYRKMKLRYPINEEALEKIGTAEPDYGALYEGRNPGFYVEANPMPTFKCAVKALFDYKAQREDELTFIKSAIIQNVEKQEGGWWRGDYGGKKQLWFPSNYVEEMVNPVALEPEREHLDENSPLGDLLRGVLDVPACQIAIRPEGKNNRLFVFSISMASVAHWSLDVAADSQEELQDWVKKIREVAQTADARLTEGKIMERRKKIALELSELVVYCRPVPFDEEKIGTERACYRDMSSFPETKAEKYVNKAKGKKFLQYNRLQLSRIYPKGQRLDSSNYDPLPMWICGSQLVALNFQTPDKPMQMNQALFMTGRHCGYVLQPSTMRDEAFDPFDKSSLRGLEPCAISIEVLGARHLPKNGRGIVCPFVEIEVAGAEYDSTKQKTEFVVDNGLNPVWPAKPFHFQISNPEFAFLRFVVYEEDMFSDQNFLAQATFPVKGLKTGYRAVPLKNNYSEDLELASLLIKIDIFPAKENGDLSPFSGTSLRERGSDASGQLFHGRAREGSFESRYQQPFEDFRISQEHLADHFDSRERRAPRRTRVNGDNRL
* marks the source's active call; other numbers are inactive results.

CN1C(=O)C2(Nc3ccccc3-c3nc4ccccc4n32)c2ccccc21 (configuration not stated) was read as ARFGAP1 inh -3, PLC-beta3 inh -37, DDE Tn7 FP inh 0, NR1D1 modulator 3, UHRF1 MBD2 ctr -2, ASAP1 inh 2, KLK7 zymogen act -0.6, Tn6 DDE FP -22, sPLA2-III inh -11 and PLCg1 inh -21.
For O=S(=O)(Nc1ccc(F)cc1)c1ccc(NC(=S)Nc2ccccc2)cc1 the results were ARFGAP1 inh 1, PLC-beta3 inh 2, DDE Tn7 FP inh -2, NR1D1 modulator 4, UHRF1 MBD2 ctr 2, ASAP1 inh 1, KLK7 zymogen act 0.5, Tn6 DDE FP 3, sPLA2-III inh -1 and PLCg1 inh 4.
CC(=O)Nc1cccc(C(=O)N/N=C/c2cccc(C)n2)c1 was read as ARFGAP1 inh 20, PLC-beta3 inh -10, DDE Tn7 FP inh -9, NR1D1 modulator 5, UHRF1 MBD2 ctr 5, ASAP1 inh 17, KLK7 zymogen act 0.3, Tn6 DDE FP -2, sPLA2-III inh 3 and PLCg1 inh 3.
Screening COc1ccc(S(=O)(=O)N2CCCCC2)cc1NS(=O)(=O)c1ccc(CNC(C)=O)cc1 returned ARFGAP1 inh 0, PLC-beta3 inh 6, DDE Tn7 FP inh -11, NR1D1 modulator 1, UHRF1 MBD2 ctr 3, ASAP1 inh 4, KLK7 zymogen act -0.1, Tn6 DDE FP -2, sPLA2-III inh 9 and PLCg1 inh 4.
Cc1ccc(Cl)cc1NC(=O)c1ccc(CSc2nnnn2C)cc1 was read as ARFGAP1 inh -4, PLC-beta3 inh 2, DDE Tn7 FP inh -2, NR1D1 modulator 0, UHRF1 MBD2 ctr 3, ASAP1 inh 7, KLK7 zymogen act -0.7, Tn6 DDE FP 4, sPLA2-III inh -1 and PLCg1 inh 6.
For CC(=O)C1=C(c2ccccc2)NC(=O)NC1c1ccccc1OCC(=O)NCc1ccccc1 (configuration not stated) the results were ARFGAP1 inh 0, PLC-beta3 inh 6, DDE Tn7 FP inh 0, NR1D1 modulator 5, UHRF1 MBD2 ctr -2, ASAP1 inh 8, KLK7 zymogen act -0.1, Tn6 DDE FP 0, sPLA2-III inh 2 and PLCg1 inh 7.
Screening O=C(CN(Cc1ccco1)C(=O)CNS(=O)(=O)c1ccc(F)cc1)NCc1ccco1 returned ARFGAP1 inh 0, PLC-beta3 inh -5, DDE Tn7 FP inh -2, NR1D1 modulator 2, UHRF1 MBD2 ctr 2, ASAP1 inh 4, KLK7 zymogen act 0.8, Tn6 DDE FP 7, sPLA2-III inh 0 and PLCg1 inh 1.
CCN(CC)c1ccc(N2C(=O)/C(=C/c3cccs3)SC2=S)cc1 was read as ARFGAP1 inh 5, PLC-beta3 inh 3, DDE Tn7 FP inh -5, UHRF1 MBD2 ctr 0, ASAP1 inh -9, KLK7 zymogen act -0.5, Tn6 DDE FP -7, sPLA2-III inh 5 and PLCg1 inh 4.
COc1cccc2c1[C@@H]1CN(CCCCn3c(=O)[nH]c4c(sc5ncc(-c6ccccc6)nc54)c3=O)C[C@@H]1CO2 was read as ARFGAP1 inh 8, PLC-beta3 inh -15, DDE Tn7 FP inh 7, NR1D1 modulator -4, UHRF1 MBD2 ctr -4, ASAP1 inh -6, KLK7 zymogen act 1.5, Tn6 DDE FP 2, sPLA2-III inh -39 and PLCg1 inh -10.
`Cc1cc(=O)oc2cc(OCC(=O)Nc3c(C)n(C)n(-c4ccccc4)c3=O)c(Cl)cc12` gave ARFGAP1 inh -2, PLC-beta3 inh -107, DDE Tn7 FP inh -2, NR1D1 modulator 0, UHRF1 MBD2 ctr -4, ASAP1 inh -6, KLK7 zymogen act 1.3, Tn6 DDE FP 8, sPLA2-III inh 3 and PLCg1 inh -103.
Screening Cc1ccc(S(=O)(=O)N2CCN(C(=O)c3ccccc3Cc3ccccc3)CC2)c(C)c1 returned ARFGAP1 inh -13, PLC-beta3 inh -8, DDE Tn7 FP inh 0, NR1D1 modulator 7, UHRF1 MBD2 ctr -3, ASAP1 inh -2, KLK7 zymogen act 1.3, Tn6 DDE FP 0, sPLA2-III inh -20 and PLCg1 inh 0.
C/C(=N/NC(=O)c1ccoc1C)c1cccc(NC(=O)C(F)(F)F)c1 was read as ARFGAP1 inh -3, PLC-beta3 inh 1, DDE Tn7 FP inh -1, NR1D1 modulator -3, UHRF1 MBD2 ctr -2, ASAP1 inh -5, KLK7 zymogen act 0.4, Tn6 DDE FP 1, sPLA2-III inh 2 and PLCg1 inh 0.
`COc1cccc(/C=N/NC(=O)C(=O)Nc2ccccc2OC(F)(F)C(F)F)c1O` gave ARFGAP1 inh 8, PLC-beta3 inh -15, DDE Tn7 FP inh -8, NR1D1 modulator -1, UHRF1 MBD2 ctr 0, ASAP1 inh 5, KLK7 zymogen act -0.6, Tn6 DDE FP -2, sPLA2-III inh -22 and PLCg1 inh -13.
`COc1ccc(N2CCN(C(=O)CCCC(=O)c3ccccc3)CC2)cc1` gave ARFGAP1 inh 9, PLC-beta3 inh 1, DDE Tn7 FP inh 2, NR1D1 modulator 1, UHRF1 MBD2 ctr -2, ASAP1 inh 11, KLK7 zymogen act 0.4, Tn6 DDE FP 3, sPLA2-III inh 4 and PLCg1 inh 4.
Screening CCOC(=O)CC(=O)Nc1ncnc2c1C(c1ccccc1)c1c(ccc3ccccc13)O2 (configuration not stated) returned ARFGAP1 inh 6, PLC-beta3 inh -7, DDE Tn7 FP inh 6, NR1D1 modulator 3, UHRF1 MBD2 ctr 1, ASAP1 inh 14, KLK7 zymogen act -0.1, Tn6 DDE FP -4, sPLA2-III inh -17 and PLCg1 inh -2.
`COc1ccc(CNC(=O)C2CCN(C(=O)c3ccc(-c4ccccc4)cc3)CC2)cc1` gave ARFGAP1 inh -3, PLC-beta3 inh -3, DDE Tn7 FP inh -4, NR1D1 modulator -3, UHRF1 MBD2 ctr 4, ASAP1 inh -9, KLK7 zymogen act -0.1, Tn6 DDE FP -3, sPLA2-III inh -9 and PLCg1 inh 2.
Screening CCOC(=O)C1=C(C)C(c2cccc(Oc3ccccc3)c2)NC(=S)N1 (configuration not stated) returned ARFGAP1 inh -3, PLC-beta3 inh -2, DDE Tn7 FP inh -4, NR1D1 modulator -2, UHRF1 MBD2 ctr -2, ASAP1 inh 0, KLK7 zymogen act -0.1, Tn6 DDE FP 1, sPLA2-III inh 10 and PLCg1 inh -1.
`CC(=O)c1cccc(NC(=O)CSc2n[nH]c(=O)n2C2CC2)c1` gave ARFGAP1 inh 2, PLC-beta3 inh -1, DDE Tn7 FP inh 6, NR1D1 modulator -4, UHRF1 MBD2 ctr 2, ASAP1 inh -1, KLK7 zymogen act 52*, Tn6 DDE FP 0, sPLA2-III inh 12 and PLCg1 inh 1.
`Cn1nc(C(=O)NNC(=O)CCOc2ccc(C(C)(C)C)cc2)c2ccccc2c1=O` gave ARFGAP1 inh -6, PLC-beta3 inh -6, DDE Tn7 FP inh -1, NR1D1 modulator 6, UHRF1 MBD2 ctr -3, ASAP1 inh 9, KLK7 zymogen act -0.1, Tn6 DDE FP 0, sPLA2-III inh -13 and PLCg1 inh 3.
CCC1NC(=O)c2cc3ccccc3cc2-n2c1nc1cc(OC)c(OC)cc1c2=O (configuration not stated) was read as ARFGAP1 inh -4, PLC-beta3 inh -2, DDE Tn7 FP inh -10, NR1D1 modulator 0, UHRF1 MBD2 ctr -2, ASAP1 inh -3, KLK7 zymogen act 0.5, Tn6 DDE FP -4, sPLA2-III inh -6 and PLCg1 inh -2.

The final 2 records of the section above come first, to join the parts:
`Cn1nc(C(=O)NNC(=O)CCOc2ccc(C(C)(C)C)cc2)c2ccccc2c1=O` gave ARFGAP1 inh -6, PLC-beta3 inh -6, DDE Tn7 FP inh -1, NR1D1 modulator 6, UHRF1 MBD2 ctr -3, ASAP1 inh 9, KLK7 zymogen act -0.1, Tn6 DDE FP 0, sPLA2-III inh -13 and PLCg1 inh 3.
CCC1NC(=O)c2cc3ccccc3cc2-n2c1nc1cc(OC)c(OC)cc1c2=O (configuration not stated) was read as ARFGAP1 inh -4, PLC-beta3 inh -2, DDE Tn7 FP inh -10, NR1D1 modulator 0, UHRF1 MBD2 ctr -2, ASAP1 inh -3, KLK7 zymogen act 0.5, Tn6 DDE FP -4, sPLA2-III inh -6 and PLCg1 inh -2.
CC1(c2nnnn2Cc2ccccc2)CCC(=O)N1Cc1cccnc1 (configuration not stated) was read as ARFGAP1 inh 8, PLC-beta3 inh 1, DDE Tn7 FP inh 1, NR1D1 modulator -4, UHRF1 MBD2 ctr 0, ASAP1 inh 1, KLK7 zymogen act 0.0, Tn6 DDE FP 0, sPLA2-III inh 11 and PLCg1 inh 2.
For CCOc1ccccc1NC(=O)COC(=O)c1c(CC)noc1C the results were ARFGAP1 inh 2, PLC-beta3 inh -6, DDE Tn7 FP inh 1, NR1D1 modulator -4, UHRF1 MBD2 ctr -2, ASAP1 inh -8, KLK7 zymogen act 0.1, Tn6 DDE FP -2, sPLA2-III inh 4 and PLCg1 inh 1.
Screening COc1c(Cl)cc(Cl)cc1CNCCNCC(C)O (configuration not stated) returned ARFGAP1 inh -1, PLC-beta3 inh 1, DDE Tn7 FP inh -1, NR1D1 modulator -6, UHRF1 MBD2 ctr -3, ASAP1 inh -4, KLK7 zymogen act -0.2, Tn6 DDE FP 1, sPLA2-III inh 12 and PLCg1 inh 2.
Screening CCOc1ccc(CCNC(=O)CN2C(=O)NC3(CCCC3)C2=O)cc1OCC returned ARFGAP1 inh 13, PLC-beta3 inh -5, DDE Tn7 FP inh -5, NR1D1 modulator -2, UHRF1 MBD2 ctr 0, ASAP1 inh -1, KLK7 zymogen act 0.1, Tn6 DDE FP 9, sPLA2-III inh 3 and PLCg1 inh 0.

Grouped by structure: the entries above containing a Cl atom.
Cc1ccc(Cl)cc1NC(=O)c1ccc(CSc2nnnn2C)cc1 was read as ARFGAP1 inh -4, PLC-beta3 inh 2, DDE Tn7 FP inh -2, NR1D1 modulator 0, UHRF1 MBD2 ctr 3, ASAP1 inh 7, KLK7 zymogen act -0.7, Tn6 DDE FP 4, sPLA2-III inh -1 and PLCg1 inh 6.
`Cc1cc(=O)oc2cc(OCC(=O)Nc3c(C)n(C)n(-c4ccccc4)c3=O)c(Cl)cc12` gave ARFGAP1 inh -2, PLC-beta3 inh -107, DDE Tn7 FP inh -2, NR1D1 modulator 0, UHRF1 MBD2 ctr -4, ASAP1 inh -6, KLK7 zymogen act 1.3, Tn6 DDE FP 8, sPLA2-III inh 3 and PLCg1 inh -103.
Screening COc1c(Cl)cc(Cl)cc1CNCCNCC(C)O (configuration not stated) returned ARFGAP1 inh -1, PLC-beta3 inh 1, DDE Tn7 FP inh -1, NR1D1 modulator -6, UHRF1 MBD2 ctr -3, ASAP1 inh -4, KLK7 zymogen act -0.2, Tn6 DDE FP 1, sPLA2-III inh 12 and PLCg1 inh 2.
